TRPC4 PAM: TRPC4 (mouse) allosteric potentiation; B-score at 10 µM; AID 2227; HEK293 TRPC4beta/mu-opioid, DAMGO EC20, Fluo-4 Ca2+ flux; active compounds read high; hit rate 0.42% among 310,000; Q9QUQ5;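 active = B-score of calcium response area above 5 SD of library B-scores, with initial fluorescence ratio within 5 SD of library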;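 note: B-score of integrated fluorescence ratio over time as area under calcium response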
KCNK3 block: human KCNK3 channel inhibition, primary screen. CHO-KCNK3 thallium flux, FluxOR fluorescence; active compounds read low. B-score at 10 µM. O14649. AID 602410. hit rate 0.84% among 340,000;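 active = B-score under library mean minus 4 SD, starting fluorescence ratio at most library mean plus 5 SD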;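 note: more negative B-score means stronger inhibition of thallium flux through KCNK3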
TMEM16A inh: blocks the mouse calcium-activated chloride channel TMEM16A. Q8BHY3. HEK293 TMEM16A/YFP iodide influx fluorescence, ionomycin. normalized B-score (activity score, 25-100; higher = stronger inhibition) at 10 µM. hit rate 1.2% among 310,000;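 active = ratio plate-corrected score three or more library SD toward inhibition, starting fluorescence score within five deviations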;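 note: score derived from kinetic fluorescence span divided by baseline fluorescence per well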
Target sequence (Q8BHY3 whole entry, looked up): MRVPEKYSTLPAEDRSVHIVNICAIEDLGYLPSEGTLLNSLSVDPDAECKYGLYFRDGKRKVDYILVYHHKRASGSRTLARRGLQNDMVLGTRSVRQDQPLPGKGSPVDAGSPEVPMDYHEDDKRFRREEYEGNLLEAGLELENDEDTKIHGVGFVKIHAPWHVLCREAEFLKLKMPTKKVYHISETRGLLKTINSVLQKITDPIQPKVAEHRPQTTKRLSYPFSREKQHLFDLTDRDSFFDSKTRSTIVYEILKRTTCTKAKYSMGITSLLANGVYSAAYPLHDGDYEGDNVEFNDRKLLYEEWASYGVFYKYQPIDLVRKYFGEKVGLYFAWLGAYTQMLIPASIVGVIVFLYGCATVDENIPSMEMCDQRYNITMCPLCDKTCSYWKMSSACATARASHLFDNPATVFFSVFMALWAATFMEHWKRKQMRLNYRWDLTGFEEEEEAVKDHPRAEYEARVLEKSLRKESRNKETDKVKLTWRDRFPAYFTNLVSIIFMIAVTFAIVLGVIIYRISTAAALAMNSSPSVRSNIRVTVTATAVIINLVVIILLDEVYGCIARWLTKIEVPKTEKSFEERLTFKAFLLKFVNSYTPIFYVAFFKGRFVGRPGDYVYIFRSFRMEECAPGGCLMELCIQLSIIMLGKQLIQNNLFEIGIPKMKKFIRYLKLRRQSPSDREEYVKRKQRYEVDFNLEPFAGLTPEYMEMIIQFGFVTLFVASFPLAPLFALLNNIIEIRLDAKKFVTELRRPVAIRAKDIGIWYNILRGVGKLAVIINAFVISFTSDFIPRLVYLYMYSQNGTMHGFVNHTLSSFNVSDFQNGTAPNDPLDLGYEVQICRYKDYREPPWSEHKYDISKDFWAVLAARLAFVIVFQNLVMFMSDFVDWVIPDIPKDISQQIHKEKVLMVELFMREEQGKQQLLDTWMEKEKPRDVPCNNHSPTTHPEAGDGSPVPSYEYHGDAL
TRPC4 act: activators of mouse TRPC4 channel. Q9QUQ5. HEK293 TRPC4beta/mu-opioid, Fluo4 calcium fluorescence; active compounds read high. B-score at 10 µM. hit rate 0.49% among 310,000. AID 2237;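 active = B-score above 5 SD of library B-scores, and initial fluorescence ratio not above library mean plus 5 SD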;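 note: positive B-score marks a calcium rise read as TRPC4 activation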
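Assay system: HEK293 stable line with TRPC4beta plus mu-opioid receptor; schedule: 45 min room-temperature Fluo4 loading, 110 s read; technique: kinetic Fluo4 calcium fluorescence; evaluation: integrated baseline-normalised fluorescence ratio, converted to per-well B score; controls: buffer (low) and maximal DAMGO (high)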
HDAC3 inhib: human HDAC3 inhibition; recombinant HDAC3, fluorogenic peptide/trypsin coupled, fluorescence; hit rate 0.15% among 320,000; inhibition, % at 8.3 µM; in the data active = inhibition above about 26%, passing the limit was not always enough
KCNK9 inh: blocks the human KCNK9 two-pore domain potassium channel | hit rate 1.2% among 310,000 | HEK293 KCNK9, FluxOR thallium flux fluorescence; active compounds read low | AID 488922 | B-score at 10 µM;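 active = ratio B-score over 3 SD below the library mean, with starting fluorescence within 5 SD of its mean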;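 note: negative B-score means less thallium flux so channel inhibition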
KCNQ1 act: potentiates or activates the human KCNQ1 potassium channel | CHO-K1 KCNQ1, thallium flux FluxOR fluorescence; active compounds read high | B-score at 10 µM | hit rate 0.35% among 310,000 | AID 2648;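 active = fluorescence ratio B-score, a plate-corrected score, at least three library SD, with initial intensity B-score within 5 SD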
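assay system = CHO-K1 cells stably expressing KCNQ1 | medium = assay buffer, equal DMSO in all wells | timing = 37 °C overnight plating, 90-min dark dye load, 20-min compound pretreatment | measured by = kinetic FluxOR thallium fluorescence, 10-s 1-Hz baseline, 110-s post-stimulus read | measure = fluorescence change relative to baseline, converted to B score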
DYRK1A inh: Dyrk1A (rat) kinase inhibition. AID 504441. ADP-Glo luminescence, NFATc1 peptide. hit rate 0.43% among 310,000. inhibition, % at 12.5 µM; in the data active = inhibition above about 50%;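 note: plate controls were vehicle with enzyme for no effect and no enzyme for full effect; many of its hits are not listed in these tables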
KCNQ1 inh: blocks the human KCNQ1 potassium channel. B-score at 10 µM. CHO-K1 KCNQ1, FluxOR thallium flux fluorescence; active compounds read high. P51787. hit rate 1.3% among 310,000;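 active = compounds whose thallium flux B-score, printed positive for inhibition, exceeds three library SD while starting fluorescence stays within three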;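 note: channel opened by potassium depolarization with thallium stimulus after 20 min compound exposure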
hERG rescue: shields human hERG channel from block by proarrhythmic agents | CHO-hERG, FluxOR thallium flux, dofetilide IC70 present | hit rate 0.51% among 310,000 | Q12809 | activation (rescue from dofetilide block), less the hit threshold, % at 10 µM;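 active = activation above the mean of controls blocked by dofetilide plus 5 SD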;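 note: thallium influx through hERG after potassium depolarization seen as dye fluorescence rise; in these data hits start at about 4.7%; inactives centre near -7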
ANO1 activ: activates or potentiates the mouse TMEM16A chloride channel | Q8BHY3 | HEK293 TMEM16A/YFP-H148Q/I152L, iodide quench fluorescence; active compounds read low | B-score at 10 µM | hit rate 0.3% among 340,000;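 active = fluorescence-ratio B-score plate-corrected deviation score at least 3 library SD below zero, with starting fluorescence score within 5 deviations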;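 note: channel opened by trigger with iodide after compound preincubation; score built on the fluorescence ratio of max minus min over baseline; more negative score means more quench and so TMEM16A activation or potentiation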
An asterisk follows results filed as active; i = inactive; . = no result given. Not all compounds are listed; the hit share may differ from the screen's.

SMILES | TRPC4 PAM | KCNK3 block | TMEM16A inh | TRPC4 act | HDAC3 inhib | KCNK9 inh | KCNQ1 act | DYRK1A inh | KCNQ1 inh | hERG rescue | ANO1 activ
CCOC(=O)N1CCN(C(=O)c2ccc3c(=O)n(Cc4ccc(Cl)cc4)c(=S)[nH]c3c2)CC1 | i | i | i | i | -1 | i | i | -1 | i | -13 | i
O=C(CCNC(=O)N1CC(=O)Nc2ccccc21)NCc1ccc(F)cc1 | i | i | i | i | -1 | i | i | -4 | i | -2 | i
C=CCn1c(-c2sccc2C)n[nH]c1=S | i | i | i | i | -7 | i | i | -3 | i | -12 | i
Nc1nc(NCc2ccccc2)nc(Nc2cccc(F)c2)c1[N+](=O)[O-] | i | i | i | i | -3 | i | i | 0 | i | -9 | i
Cc1cc(C)c(S(=O)(=O)c2ccccc2C)c(Cl)n1 | i | i | i | i | -8 | i | i | -1 | i | -9 | i
Cc1ccc(C(OCC(O)CNCc2ccc(F)cc2)c2ccccc2)cc1 (stereo not drawn) | i | i | i | i | 3 | i | i | -2 | i | -16 | i
CN(C)CCCN(C(=O)C1COc2ccccc2O1)c1nc2ccc(F)cc2s1 (stereo not drawn) | i | i | i | i | -4 | i | i | . | i | -13 | i
Cc1ccc(S(=O)(=O)NC(=O)Nc2cc(C(C)(C)C)on2)cc1 | i | i | i | i | . | i | i | . | i | -8 | i
COc1ccc(OCC(=O)NNC(=O)CCc2ccccc2)cc1 | i | i | i | i | -1 | i | i | -1 | i | 0 | i
CS(=O)(=O)N(CC(=O)NCc1ccco1)c1ccccc1Cl | i | i | i | i | -13 | i | i | 0 | i | -11 | i

Part of the list above in order of SMILES length, rising:
SMILES | TRPC4 PAM | KCNK3 block | TMEM16A inh | TRPC4 act | HDAC3 inhib | KCNK9 inh | KCNQ1 act | DYRK1A inh | KCNQ1 inh | hERG rescue | ANO1 activ
C=CCn1c(-c2sccc2C)n[nH]c1=S | i | i | i | i | -7 | i | i | -3 | i | -12 | i
COc1ccc(OCC(=O)NNC(=O)CCc2ccccc2)cc1 | i | i | i | i | -1 | i | i | -1 | i | 0 | i
CS(=O)(=O)N(CC(=O)NCc1ccco1)c1ccccc1Cl | i | i | i | i | -13 | i | i | 0 | i | -11 | i
Cc1ccc(C(OCC(O)CNCc2ccc(F)cc2)c2ccccc2)cc1 (stereo not drawn) | i | i | i | i | 3 | i | i | -2 | i | -16 | i
Cc1ccc(S(=O)(=O)NC(=O)Nc2cc(C(C)(C)C)on2)cc1 | i | i | i | i | . | i | i | . | i | -8 | i
CCOC(=O)N1CCN(C(=O)c2ccc3c(=O)n(Cc4ccc(Cl)cc4)c(=S)[nH]c3c2)CC1 | i | i | i | i | -1 | i | i | -1 | i | -13 | i

By substructure, those above with fluorine.
SMILES | TRPC4 PAM | KCNK3 block | TMEM16A inh | TRPC4 act | HDAC3 inhib | KCNK9 inh | KCNQ1 act | DYRK1A inh | KCNQ1 inh | hERG rescue | ANO1 activ
O=C(CCNC(=O)N1CC(=O)Nc2ccccc21)NCc1ccc(F)cc1 | i | i | i | i | -1 | i | i | -4 | i | -2 | i
Nc1nc(NCc2ccccc2)nc(Nc2cccc(F)c2)c1[N+](=O)[O-] | i | i | i | i | -3 | i | i | 0 | i | -9 | i
Cc1ccc(C(OCC(O)CNCc2ccc(F)cc2)c2ccccc2)cc1 (stereo not drawn) | i | i | i | i | 3 | i | i | -2 | i | -16 | i
CN(C)CCCN(C(=O)C1COc2ccccc2O1)c1nc2ccc(F)cc2s1 (stereo not drawn) | i | i | i | i | -4 | i | i | . | i | -13 | i

Next section.
SMILES | TRPC4 PAM | KCNK3 block | TMEM16A inh | TRPC4 act | HDAC3 inhib | KCNK9 inh | KCNQ1 act | DYRK1A inh | KCNQ1 inh | hERG rescue | ANO1 activ
Cc1ccc(C)c(OCC(O)CN2C(C)CCCC2C)c1 (stereo not drawn) | i | i | i | i | 3 | i | i | -1 | i | -12 | i
Cc1cccc(NC(=O)C2CCN(C(=O)NCc3ccccc3)CC2)c1C | i | i | i | i | 1 | i | i | 3 | i | -6 | i
CCOC(=O)c1c(C)[nH]c(C)c1C(=O)CN1C(=O)NC(CC(C)C)C1=O (stereo not drawn) | i | i | i | i | -2 | i | i | 0 | i | 3 | i
O=C(Nc1ccc(Br)cc1)C1CC(O)CN1C(=O)Oc1ccccc1 (stereo not drawn) | i | i | i | i | 2 | i | i | -2 | i | -9 | i
CN=c1scc(C)n1/N=C/c1cc(Br)c(O)c(OC)c1 | i | i | i | i | 4 | i | i | 5 | i | -17 | i
CS(=O)(=O)CC(=O)Nc1ccc2nc3n(c(=O)c2c1)CCCCC3 | i | i | i | i | 1 | i | i | -6 | i | -6 | i
OCCC1CN(Cc2cc(F)ccc2-n2cccn2)CCN1C1CCCC1 (stereo not drawn) | i | i | i | i | -8 | i | i | -8 | i | -13 | i
Cc1ccc(OCC(=O)N/N=C2\CC(=O)CC(C)(C)C2)c(Br)c1 | i | i | i | i | -2 | i | i | 3 | i | -9 | i
C[C@H](NC(N)=O)C(=O)N1CCN(S(=O)(=O)c2ccc3ccccc3c2)CC1 | i | i | i | i | -3 | i | i | 1 | i | -6 | i
Cc1oc2ccc(OCc3ccc(F)cc3)cc2c1C(=O)O | i | i | i | i | -4 | i | i | -2 | i | -7 | i
CCC(=O)Nc1ccccc1Oc1ccccc1 | i | i | i | i | . | i | i | -6 | i | 0 | i
c1ccc(CSc2ccc(-c3cccnc3)nn2)cc1 | i | i | i | i | 11 | i | i | . | i | -10 | i
O=C(COC(=O)c1cnccn1)NCCc1ccc(Cl)cc1Cl | i | i | i | i | -2 | i | i | -5 | i | -1 | i
Cc1ccccc1NC(=O)CCN1CCN(Cc2ccccc2)CC1 | i | i | i | i | -8 | i | i | 2 | i | -8 | i
Oc1cccc(C=NCc2ccccc2)c1O | i | i | i | i | 1 | i | i | -6 | i | -17 | i
O=C(CSc1nc2ccccc2c(=O)[nH]1)Nc1ccc(N2CCOCC2)cc1 | i | i | i | i | 4 | i | i | 2 | i | -1 | i
CC(=O)Nc1ccc(/C(C)=N/NC(=O)c2ccc(CN3CCOCC3)cc2)cc1 | i | i | i | i | -3 | i | i | -3 | i | -13 | i
CC(C)OC(=O)CC1C(=O)NCCN1C(=S)NC(=O)CCc1ccccc1 (stereo not drawn) | i | i | i | i | 2 | i | i | 1 | i | -6 | i
CCc1ccc(NC(=O)C(CC)Sc2nc3cc4c(cc3c(=O)n2Cc2ccco2)OCO4)cc1 (stereo not drawn) | i | i | i | i | -2 | i | i | 1 | i | -14 | i
O=C(O)c1ccc(Nc2ncnc3c2cnn3Cc2ccccc2)cc1 | i | i | i | i | 4 | i | i | 8 | i | -4 | i
Cc1ccc(NC(=S)NCC2CCCO2)c(OC(F)F)c1 (stereo not drawn) | i | i | i | i | -6 | i | i | -7 | i | -5 | i
COc1ccccc1-c1nc2c(c(SCC(=O)N3CCCCC3)n1)Cc1c(CO)cnc(C)c1O2 | i | i | i | i | 8 | i | i | . | i | -17 | i
CCOC(=O)Cc1nnc(NC(=O)COc2ccc(C)cc2)s1 | i | i | i | i | -4 | i | i | 3 | i | -3 | i
COc1cccc(/C=C2\SC(=O)N(CCC(=O)NNC(=O)c3ccccc3Cl)C2=O)c1 | i | i | i | i | 1 | i | i | -10 | i | -10 | i
C[C@@H](C(=O)Nc1ccc2ccccc2c1)[C@@H]1C[C@@]1(C)[C@@H](N)c1ccccc1 | i | i | i | i | 5 | i | i | 9 | i | -15 | i
Cc1nc(/N=C(\N)N(C)C)[nH]c(=O)c1C | i | i | i | i | -7 | i | i | -1 | i | -3 | i
CSc1ccc(CNc2ncc(-c3cccc([N+](=O)[O-])c3)n2C)cc1 | i | i | i | i | -3 | i | i | 13 | i | -24 | i
CC(C)OC(=O)/C(=C\c1ccc2c(c1)c1ccccc1n2C)NC(=O)c1ccccc1 | i | i | i | i | -2 | -7.9* | i | -3 | i | -8 | i
COc1ccc(NC2=NCC(=O)N2c2ccccc2F)cc1 | i | i | i | i | -7 | i | i | 9 | i | -2 | i
O=C(NCC1CCCO1)c1ccc(S(=O)(=O)N2CCCCC2)cc1 (stereo not drawn) | i | i | i | i | -3 | i | i | -8 | i | -6 | i
O=C(CCC1CCCCC1)Nc1ccc(S(=O)(=O)Nc2nccs2)cc1 | i | i | i | i | -4 | i | i | 2 | i | -7 | i
CC1(C)CC(=O)C/C(=N\NC(=O)CCc2ccc(S(=O)(=O)N3CCOCC3)cc2)C1 | i | i | i | i | 17 | i | i | . | i | -7 | i
CSc1ccccc1NC(=O)c1cccnc1 | i | i | i | i | -1 | i | i | -3 | i | -5 | i
Cc1c(Br)c([N+](=O)[O-])nn1CC(=O)c1ccccc1 | i | i | i | i | . | i | i | . | i | -8 | i
CCn1c(SCC(=O)Nc2nccs2)nnc1-c1ccc(S(=O)(=O)N2CCCCCC2)cc1 | i | i | i | i | 4 | i | i | -4 | i | -8 | i
COc1ccc(-c2cc(C(F)(F)F)nc(SCC(=O)Nc3cc(C)on3)n2)cc1OC | i | i | i | i | 0 | i | i | 46 | i | -7 | i
CCC(=O)N1c2ccc(S(=O)(=O)N3CCN(CC)CC3)cc2CC1C (stereo not drawn) | i | i | i | i | -2 | i | i | -2 | i | -7 | i
CC[N+](CC)(CC=C(C)C)CC(=O)OC | i | i | i | i | -3 | i | i | -78 | i | -18 | i
CCOC(=O)C1CCN(C(=O)c2ccc(Cl)c(S(=O)(=O)N3CCOCC3)c2)CC1 | i | i | i | i | . | i | i | -3 | i | 0 | i
Cc1ccc(-c2cc(C(=O)O)c3cc(Br)ccc3n2)o1 | i | i | i | i | 2 | i | i | 0 | i | -2 | i
S=c1[nH]cc(-c2ccccc2)n1-c1cccc(Cl)c1 | i | i | i | i | . | i | i | -3 | i | -1 | i
COc1ccc(CCNC(N)=S)cc1OC | i | i | i | i | -3 | i | i | -2 | i | -3 | i

Compound activity as filed in PubChem BioAssay.
